AID2073 = disruptors of CaV2.2 binding to Mint1 – biochemical, HTRF (AID 2073). 290,000 compounds, 0.19% hits. HTRF protein-protein interaction, Mint1-CaV2.2; higher % means a stronger effect. one-dose inhibition, % at 20 µM; IC50 in µM for titrated hits; in the data active = inhibition mostly above about 51%, no sharp cut-off; inconclusive = no clear call, values can overlap the other calls; inactive = mostly below about 53%; note: some results filed as inactive read as strong as hits
P. falciparum M17LAP = P. falciparum M17LAP inhibitors, primary screen, biochemical, fluorogenic H-Leu-NHMec substrate, 1536-well (AID 1619); recombinant M17LAP, H-Leu-NHMec fluorogenic kinetic assay; higher % means a stronger effect; one-dose inhibition, % at 30 µM; IC50 in µM for titrated hits; 220,000 compounds, 0.38% hits;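 active = compound inhibiting the enzyme by more than half at any dose during confirmatory dose-response retesting; inconclusive = strong single-dose inhibitors picked by rank but not retested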;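 note: plate controls were full reaction with DMSO carrier for no effect and no enzyme background for full effect; strong numbers were not always called active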
GPR55 beta-arrestin = GPR55 agonists via beta-arrestin recruitment, primary screen, imaging, U2OS cells, beta-arrestin-GFP redistribution (AID 1961). U2OS GPR55 beta-arrestin-GFP redistribution imaging; higher % means a stronger effect. activation, % at 10 µM; hits with a dose series show EC50 in µM. 290,000 compounds, 0.048% hits;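 active = activation above 40% with more than 50 cells counted in the well; inconclusive = wells holding fewer than 50 cells, flagged as toxic or sparse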;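 note: U2OS osteosarcoma cells stably expressing GPR55 and beta-arrestin-GFP; plate controls were DMSO negative control for no effect and LPI positive control for full effect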
KOR beta-arrestin-1 = kappa opioid receptor blockers – cell-based, luminescence, uHTS (AID 1778). KOR beta-arrestin recruitment, luminescence, antagonist mode; higher % means a stronger effect. inhibition, % at 10 µM, or IC50 in µM where a hit was titrated. 290,000 compounds, 0.091% hits; note: strong numbers were not always called active
NOD2 inhibition = NOD2 signaling inhibitors, cell-based, luminescence, uHTS, HEK293 (AID 1566); HEK293 NOD2/NF-kB luciferase reporter, luminescence; higher % means a stronger effect; inhibition, % at 4 µM; hits with a dose series show EC50 in µM; 290,000 compounds, 0.63% hits; note: many of its hits are not listed in these tables
KOR beta-arrestin-2 = KOR agonists, beta-arrestin recruitment, primary screen, cell-based, luminescence, uHTS (AID 1777). KOR beta-arrestin recruitment, luminescence; higher % means a stronger effect. activation, % at 10 µM, or EC50 in µM where a hit was titrated. 280,000 compounds, 0.02% hits; in the data active = activation above about 50%, passing the limit was not always enough; note: a part of the inactive calls stands beside numbers as strong as those of hits
NOD1 inhibition = inhibition of NOD1-driven NF-kB reporter – cell-based, luminescence, uHTS, primary screen (AID 1578); NOD1-driven NF-kB luciferase reporter cells, luminescence; higher % means a stronger effect; 290,000 compounds, 1% hits; one-dose inhibition, % at 4 µM; EC50 in µM for titrated hits; in the data active = inhibition mostly above about 36%, no sharp cut-off; inactive = mostly below about 34%;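 note: HEK-293T reporter cells stimulated with the NOD1 agonist gamma-tri-DAP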
P. falciparum M1AAP = malaria alanyl aminopeptidase activity blockers – biochemical, fluorogenic H-Leu-NHMec substrate, 1536-well (AID 1445). inhibition, % at 30 µM; hits with a dose series show IC50 in µM. 220,000 compounds, 0.42% hits. recombinant M1AAP, H-Leu-NHMec fluorogenic kinetic assay; higher % means a stronger effect;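 active = primary inhibition above the hit cutoff, then over 50% inhibition at one or more dose response concentrations, cut at about 23% in these data, passing the limit was not always enough; inconclusive = conflicting primary data, or primary hits not chosen for dose response; inactive = low primary inhibition, or under 50% at every dose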;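 note: plate controls were DMSO full reaction for no effect and no enzyme background for full effect; strong numbers were not always called active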
Dynein transport = dynein cargo transport inhibition; AID 1381; 220,000 compounds, 0.47% hits; z-score, hits read low; 3617.4 mouse cells, GR-EGFP nuclear translocation imaging; test concentration mostly 20 µM; stimulated with dexamethasone, 1 µM; stronger effect = lower value;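 active = plate z-score of nuclear minus cytoplasmic receptor signal below a set negative limit, without overly bright fluorescence or cell loss, cut at about -3.5 in these data, passing the limit was not always enough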;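 note: z-score of nuclear minus cytoplasmic ring GR-EGFP intensity difference per well; some compounds called inactive have numbers as strong as hits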
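Also added: dexamethasone, 1.0 µM final. Medium: tet-free, stripped-serum medium. Detection: fixed, Hoechst-stained cells imaged at 10x for EGFP. Read-out: nuclear-to-cytoplasmic GR-EGFP distribution per well. Times: induction 48 h, compound 1 h, agonist 30 min.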
Dynein transport cytoplasmic EGFP = further read-out of Dynein transport, marked with its call; z-score; measured here: cytoplasmic GR-EGFP intensity; stronger effect = higher value
Dynein transport nuclear GR-EGFP = recorded beside Dynein transport, whose call it bears; z-score; measured here: nuclear GR-EGFP intensity;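 lower value marks the stronger effect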
Dynein transport cell count = further read-out of Dynein transport, marked with its call; z-score; measured here: cell count per field
Active calls of the source: *; ? = inconclusive; . = no result given; [ ] = remark or other dose. Cut-off read from the data, not from the text of the source, unless noted: active = inhibition above about 50%; inactive = the rest. This is a subset, so the mix of outcomes need not match the whole.

SMILES	AID2073	P. falciparum M17LAP	GPR55 beta-arrestin	KOR beta-arrestin-1	NOD2 inhibition	KOR beta-arrestin-2	NOD1 inhibition	P. falciparum M1AAP	Dynein transport	Dynein transport cytoplasmic EGFP	Dynein transport nuclear GR-EGFP	Dynein transport cell count
C/C=C/Cn1c(Br)nc2c1c(=O)[nH]c(=O)n2C	0%	7%	-0.2%	25%	10%	-1.9%	-10%	0%	-0.67	-0.14	-0.056	1.1
Cc1ccc(N2C(=O)Cc3ccccc3C2=O)cc1	25%	.	0.6%	-60%	-4%	-3.3%	-23%	.	.	.	.	.
CCN(CC)S(=O)(=O)c1ccc(NCCCn2ccnc2)c([N+](=O)[O-])c1	1%	.	1.9%	18%	-4%	0.4%	-2%	.	.	.	.	.
CSc1ncc(Cl)c(C(=O)Nc2nnc(SC)s2)n1	0%	13%	-0.1%	33%	-12%	0.5%	-22%	13%	0.22	-0.29	0.024	-0.55
COc1cc(CN2CCC(CO)(CCOc3ccccc3)CC2)cc(OC)c1OC	4%	-12%	0.0%	9%[20 µM]	-18%	-3.1%	-5%	-3%	-0.88	-0.3	-0.15	0.89
COc1cc(S(=O)(=O)NCc2ccccc2)ccc1Br	-12%	-6%	-0.2%	16%	4%	10%	-8%	5%	-0.84	-0.28	-0.22	2.8
O=C(c1ccc(Cl)c(Cl)c1)c1cnc(Nc2ccccc2)s1	-2%	1%	0.2%	12%	10%	-1.7%	.	-2%	-0.1	-0.08	0.67	1.5
CCOC(=O)N1CCN(C(=O)CCC(=O)c2ccc(OCC)cc2)CC1	13%	.	0.1%	-11%	-2%	-1.5%	-49%	.	.	.	.	.
O=C(CCC1CCCCC1)NC1=NCCS1	-1%	6%	-0.2%	0%	-27%	-3.5%	-44%	9%	-1	-0.3	-0.71	0.81
CCOc1cc(CNc2ccc(N3CCCC3)cc2)cc(Cl)c1OC	24%	11%	-0.1%	33%	12%	-1.7%	-18%	1%	0.32	0.16	1.4	-1.5
Cn1c(SCC(=O)c2ccc3c(c2)NC(=O)CO3)nc2ccccc21	20%	-7%	-0.1%	0%[20 µM]	12%	-2.4%	-34%	-5%	-0.68	-0.29	-0.56	8.1
Cc1cc(C)n(C(CC(=O)O)C(=O)O)n1 (centres undefined)	-3%	-6%	-0.1%	-4%	15%	-8.3%	-4%	0%	-0.88	-0.28	0.21	0.35
CCn1ccc(C(=O)Nc2ncc(C)s2)n1	4%	.	0.6%	5%	-44%	-1.9%	-39%	.	.	.	.	.
COc1ccc(S(=O)(=O)NCCN2CCOCC2)c2ccccc12	-8%	1%	0.2%	-1%	7%	11%	0%	3%	1.8	-0.022	1.2	-2.2
CCN(CC(=O)Nc1ccccc1C(F)(F)F)C(=O)c1cc(-c2cccs2)nn1-c1ccccc1	12%	.	0.0%	-16%	21%	5.9%	-22%	.	.	.	.	.
COc1ccc(/C=N\NC(=O)/C(=C\Nc2nccc(C)n2)NC(=O)c2ccccc2)cc1	2%	9%	0.5%	-8%	-20%	-0.8%	-5%	20%	1.8	0.034	1.5	-1.8
Cc1ccc(NC(=O)CCn2cnc3ccccc3c2=O)cc1Cl	3%	7%	0.3%	-18%	-13%	-0.2%	-39%	4%	-0.37	-0.26	0.41	-0.076
CC(C)c1ccc(NC(=O)C(c2ccccc2)N2CCC3(CC2)OCCO3)cc1 (centres undefined)	-5%	4%	-0.2%	6%	-14%	4.7%	-3%	3%	-0.23	-0.25	-0.0066	0.64
CN(C)CCCN(CCCN(C)C)C(=S)Nc1ccc(S(=O)(=O)N2CCOCC2)cc1	-8%	-4%	-0.1%	4%	22%	1.6%	-1%	-3%	3.7	-0.18	2.4	-2.1
Cc1cccc(NC(=O)CN2C(=O)COc3ccc(Cl)cc32)c1	0%	1%	0.6%	-45%	-4%	-1.7%	27%	2%	.	.	.	.
CC1CCCCC1NC(=O)CCN1C(=O)C2C3C=CC(C3)C2C1=O (centres undefined)	-3%	.	0.9%	-21%	15%	-2.6%	-2%	.	.	.	.	.
CSCCC(NC(=O)c1ccc([N+](=O)[O-])cc1Cl)C(=O)OCC(=O)N(C)C (centres undefined)	-1%	-3%	?	32%	6%	-1.1%	-33%	3%	-0.71	-0.21	-0.15	-0.055
CC(NC(=O)Nc1ccccc1)C(c1ccccc1)N1CCOCC1 (centres undefined)	2%	16%	-0.3%	-20%	-2%	3.3%	2%	1%	-0.022	-0.31	-0.48	-0.23
C/C(=N\Nc1nc(-c2ccc(C)cc2C)cs1)c1cc2ccccc2oc1=O	15%	3%	-0.4%	-42%	7%	5.6%	-3%	10%	0.46	-0.097	0.37	-0.055
C=CCNc1scc(-c2ccccc2)[n+]1CC=C	12%	4%	-0.4%	16%	4%	-5.2%	-13%	8%	-1	0.0054	-0.43	0.29
CN(C)S(=O)(=O)N1CCC(CO)(Cc2cccc(C(F)(F)F)c2)CC1	-5%	-10%	0.5%	5%	4%	-1.2%	-12%	1%	-0.31	-0.31	-0.096	0.79
COc1ccccc1NC(=O)Nc1ncccc1C	-1%	3%	0.0%	-29%	-24%	2.4%	-57%	-2%	-0.25	-0.22	-0.0063	0.48
CCOC1(OCC)N=C(N)C2(C#N)C(c3cccc(OC)c3OC)C12C#N (centres undefined)	12%	-2%	-0.1%	-15%	-3%	3.2%	-22%	8%	-0.56	-0.18	-0.16	0.45
Cc1ccc(CC(=O)Nc2ccc(F)c([N+](=O)[O-])c2)cc1	15%	9%	0.7%	22%	12%	0.2%	-19%	7%	-0.27	-0.3	-0.35	-0.019
CO/N=C/C(=N\Nc1ccccc1)C(=O)c1ccccc1	20%	0%	0.0%	15%	9%	-5.7%	-13%	5%	1.1	-0.32	0.54	-1

An excerpt of these results, in markdown:
| smiles | AID2073 | P. falciparum M17LAP | GPR55 beta-arrestin | KOR beta-arrestin-1 | NOD2 inhibition | KOR beta-arrestin-2 | NOD1 inhibition | P. falciparum M1AAP | Dynein transport | Dynein transport cytoplasmic EGFP | Dynein transport nuclear GR-EGFP | Dynein transport cell count |
| --- | --- | --- | --- | --- | --- | --- | --- | --- | --- | --- | --- | --- |
| C/C(=N\Nc1nc(-c2ccc(C)cc2C)cs1)c1cc2ccccc2oc1=O | 15% | 3% | -0.4% | -42% | 7% | 5.6% | -3% | 10% | 0.46 | -0.097 | 0.37 | -0.055 |
| C=CCNc1scc(-c2ccccc2)[n+]1CC=C | 12% | 4% | -0.4% | 16% | 4% | -5.2% | -13% | 8% | -1 | 0.0054 | -0.43 | 0.29 |
| CN(C)S(=O)(=O)N1CCC(CO)(Cc2cccc(C(F)(F)F)c2)CC1 | -5% | -10% | 0.5% | 5% | 4% | -1.2% | -12% | 1% | -0.31 | -0.31 | -0.096 | 0.79 |
| COc1ccccc1NC(=O)Nc1ncccc1C | -1% | 3% | 0.0% | -29% | -24% | 2.4% | -57% | -2% | -0.25 | -0.22 | -0.0063 | 0.48 |
| CCOC1(OCC)N=C(N)C2(C#N)C(c3cccc(OC)c3OC)C12C#N (centres undefined) | 12% | -2% | -0.1% | -15% | -3% | 3.2% | -22% | 8% | -0.56 | -0.18 | -0.16 | 0.45 |
| Cc1ccc(CC(=O)Nc2ccc(F)c([N+](=O)[O-])c2)cc1 | 15% | 9% | 0.7% | 22% | 12% | 0.2% | -19% | 7% | -0.27 | -0.3 | -0.35 | -0.019 |

(more compounds)
SMILES	AID2073	P. falciparum M17LAP	GPR55 beta-arrestin	KOR beta-arrestin-1	NOD2 inhibition	KOR beta-arrestin-2	NOD1 inhibition	P. falciparum M1AAP	Dynein transport	Dynein transport cytoplasmic EGFP	Dynein transport nuclear GR-EGFP	Dynein transport cell count
COc1ccc(NC(=O)CN2CCOCC2)cc1	1%	34%	-0.1%	-11%	-2%	-2.1%	-18%	-1%	-0.22	-0.15	0.52	0.17
Cc1cccnc1N(C(=O)Nc1ccccc1)C1=NCC(C)(C)S1	-9%	5%	-0.1%	8%	-2%	-4.6%	-4%	0%	-0.48	-0.21	-0.33	0.81
Cc1cc(=O)oc2cc(OCCSCCN3CCOCC3)ccc12	14%	10%	-0.1%	-4%	-6%	2.7%	-28%	6%	-0.3	-0.095	-0.14	0.64
CCN(CC)C(=O)N1CCN(C(=O)N(CC)CC)CC1	0%	.	-0.1%	6%[20 µM]	22%	.	-13%	.	2.1	-0.26	1.6	-1.1
O=C(Nc1ccccc1)N1CCCC1c1cccs1 (centres undefined)	8%	6%	-0.1%	-3%	7%	0.9%	-6%	4%	-0.31	-0.24	-0.11	0.48
O=C(CCCCCNC(=O)N1CCn2c1nc1ccccc12)NCc1ccccc1Cl	-6%	.	-0.2%	.	16%	.	-10%	.	.	.	.	.
Cc1ccccc1S(=O)(=O)N(CC(O)CN1C(=O)NC(C)(C)C1=O)c1ccccc1 (centres undefined)	3%	.	-0.3%	-5%	-4%	1.7%	-6%	.	0.81	-0.25	0.92	-0.44
COc1ccc(CCN2CC(C(=O)O)CC2=O)cc1 (centres undefined)	0%	-1%	-0.2%	10%	-4%	-1.4%	-17%	0%	-0.093	-0.23	0.17	0.36
CCOC(=O)C1(Cc2ccccc2C)CCCN(C(=O)c2ccc(CSC)o2)C1 (centres undefined)	-1%	.	0.0%	12%	-7%	1.4%	-24%	.	.	.	.	.
COc1ccc(/C=C/C(=O)OCC(=O)NCCC2=CCCCC2)cc1	-7%	0%	0.7%	-23%	13%	-2.0%	-14%	-6%	-0.53	-0.37	-0.029	0.44
O=C1C=C(Nc2cccc(Cl)c2)CC(c2ccco2)C1 (centres undefined)	-2%	9%	0.0%	25%	-2%	-0.9%	-5%	0%	-0.42	-0.16	0.069	0.017
COCCn1c(C)cc(C(=O)CSc2nnc(C)s2)c1C	-1%	-4%	0.2%	20%	35%	2.4%	78%*	-2%	1.1	0.028	0.95	0.42
COc1cccc(N2CCN(C(=S)Nc3ccccc3)CC2)c1	28%	.	-0.2%	-5%[20 µM]	8%	0.6%	3%	.	.	.	.	.
O=C1c2ccccc2C(=O)N1Cc1cnc(N2CCN(c3ccccc3)CC2)s1	-10%	-1%	-0.1%	-110%[20 µM]	-9%	-2.2%	-12%	7%	-0.45	-0.34	0.32	0.37
CN1CCN(c2ncnc3c2c(-c2ccccc2)cn3-c2ccc(F)cc2)CC1	2%	6%	-0.6%	34%	5%	-1.8%	-34%	-3%	0.77	-0.12	0.036	0.65

From PubChem BioAssay
